High-throughput results as filed in PubChem.
beta cell repl: inducers of MIN6 beta-cell proliferation, primary screen, ATP luminescence, uHTS | proliferation, % at 10 µM | AID 2380, 2010 | 330,000 compounds, 0.29% hits | MIN6 cells proliferation, ATPlite luminescence, 48 h; cells starved in 0.2% serum; 100% = growth in 10% serum;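 active = compounds whose signal lies at least 3.5 SD above the mean of all wells on their plate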;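 note: 0% = DMSO-treated cells in low-serum medium and 100% = 10% serum control; some compounds called inactive have numbers as strong as hits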
hIAP activ: human IAP activators, primary screen, biochemical, luminescence, uHTS; Intestinal-type alkaline phosphatase (Homo sapiens), P09923; purified human IAP, CDP-Star luminescence, 30 min; stronger effect = higher value; 1 = vehicle-only enzyme, 0 = enzyme-free background; activation factor at 10 µM; 330,000 compounds, 0.16% hits;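 active = activation factor of the enzyme at least 2-fold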; note: the source names both 10 and 20 µM as test concentration; values of inactives mirror those of a sister screen read the other way
Target sequence (P09923 whole entry, looked up): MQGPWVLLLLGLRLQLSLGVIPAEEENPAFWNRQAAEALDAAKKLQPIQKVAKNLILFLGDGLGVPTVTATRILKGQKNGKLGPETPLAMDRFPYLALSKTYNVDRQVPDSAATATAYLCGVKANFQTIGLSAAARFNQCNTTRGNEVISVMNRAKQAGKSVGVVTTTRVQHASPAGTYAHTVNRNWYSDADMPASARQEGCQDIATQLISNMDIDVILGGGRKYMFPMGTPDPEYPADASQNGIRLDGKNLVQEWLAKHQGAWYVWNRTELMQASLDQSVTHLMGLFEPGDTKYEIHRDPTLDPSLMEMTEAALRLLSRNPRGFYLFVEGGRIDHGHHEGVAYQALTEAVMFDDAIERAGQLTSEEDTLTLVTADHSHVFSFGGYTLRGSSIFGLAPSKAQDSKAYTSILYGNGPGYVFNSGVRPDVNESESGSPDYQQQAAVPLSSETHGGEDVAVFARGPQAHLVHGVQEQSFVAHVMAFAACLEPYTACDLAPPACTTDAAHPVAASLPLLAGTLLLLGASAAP
MPTP block: mitochondrial permeability transition pore inhibitors, primary screen, biochemical, isolated mouse mitochondria, absorbance | Ca2+ swelling absorbance, 30 min | inhibition, % at 10 µM | 360,000 compounds, 1.4% hits;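 active = inhibition of 50% or more, scaled per plate between neutral and stimulator controls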;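 note: 0% = DMSO wells given calcium and 100% = 1 mM EGTA wells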
mIAP inh: inhibitors of mouse IAP, primary screen, biochemical, luminescence, uHTS. AID 2806, 2010. 330,000 compounds, 0.2% hits. inhibition, % at 10 µM. purified mouse IAP, CDP-Star luminescence, 30 min;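 active = inhibition of at least 40% at 10 µM in the primary screen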;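 note: plate controls were DMSO with enzyme for no effect and no enzyme wells for full effect; values of inactives mirror those of a sister screen read the other way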
hIAP inh: human IAP inhibitors, primary screen, biochemical, luminescence, uHTS; inhibition, % at 10 µM; purified IAP, CDP-Star luminescence, 30 min; 330,000 compounds, 0.12% hits;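 active = inhibition reaching a set limit with compound at 10 µM in the primary screen, cut at about 35% in these data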;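 note: plate controls were DMSO wells with enzyme for no effect and no-enzyme buffer wells for full effect; values of inactives mirror those of a sister screen read the other way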
APOBEC3A inh: APOBEC3A ssDNA deaminase inhibitors, primary screen, selectivity assay for APOBEC3G inhibitor project, biochemical, FAM/TAMRA oligo cleavage fluorescence | recombinant A3A, FAM/TAMRA ssDNA deamination fluorescence | 330,000 compounds, 0.41% hits | inhibition, % at 20 µM | AID 493011, 2011 | DNA dC->dU-editing enzyme APOBEC-3A (Homo sapiens), P31941;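 active = at least 40% inhibition at 20 µM here, with at most 30% in a related deaminase screen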;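 note: plate controls were A3A with DMSO for no effect and wells lacking A3A enzyme for full effect; some results filed as inactive read as strong as hits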
Target sequence (P31941 whole entry, looked up): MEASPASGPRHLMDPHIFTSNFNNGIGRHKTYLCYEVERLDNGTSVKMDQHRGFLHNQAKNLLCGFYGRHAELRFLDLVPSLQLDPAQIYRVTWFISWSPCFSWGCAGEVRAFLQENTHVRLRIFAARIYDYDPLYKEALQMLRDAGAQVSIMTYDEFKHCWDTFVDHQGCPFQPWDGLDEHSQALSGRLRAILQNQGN
mIAP act: activators of mouse IAP, primary screen, biochemical, luminescence, uHTS | intestinal alkaline phosphatase [Mus musculus] | muIAP, CDP-Star luminescence, 30 min; stronger effect = higher value; 1 = vehicle-only enzyme signal, 0 = enzyme-free wells | activation factor at 10 µM | 330,000 compounds, 0.24% hits;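 active = activation factor of at least 2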; note: the source names both 10 and 20 µM as test concentration; values of inactives mirror those of a sister screen read the other way
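System: mouse IAP enzyme. Reagent: CDP-Star chemiluminescent phosphatase substrate. Benchmarks: DMSO wells, no-enzyme wells. Times: 30 min enzyme-substrate-compound incubation at room temperature. Detection: luminescence from enzymatic CDP-Star hydrolysis. Doses: test compounds delivered from DMSO solution.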
NR3A LBD binder: binders of NR3A ligand-binding domain, primary screen, biophysical, differential scanning fluorimetry, uHTS. NR3A LBD differential scanning fluorimetry, Tm shift; 0% = protein alone, 100% = glycine-bound protein. AID 1259313, 2017. Tm shift relative to glycine control, % at 25 µM. Glutamate receptor ionotropic, NMDA 3A (GRIN3A) ligand-binding domain. 340,000 compounds, 2.5% hits;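 active = melting temperature shift of at least 10% of the positive control shift, at one fixed dose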
APOBEC3G inh: APOBEC3G DNA deaminase inhibitors, primary screen, biochemical, fluorescence, single-stranded DNA substrate, uHTS; DNA dC->dU-editing enzyme APOBEC-3G (Homo sapiens), Q9HC16; recombinant A3G, ssDNA deamination FAM/TAMRA fluorescence; 330,000 compounds, 0.28% hits; inhibition, % at 20 µM;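 active = inhibition of at least 40% at 20 µM, with no more than 30% in the related APOBEC3A deaminase screen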;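 note: plate controls were DMSO wells with A3G for no effect and wells lacking A3G enzyme for full effect; some compounds called inactive have numbers as strong as hits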
The depositor's hits bear a star; nt = no result given.

SMILES	beta cell repl	hIAP activ	MPTP block	mIAP inh	hIAP inh	APOBEC3A inh	mIAP act	NR3A LBD binder	APOBEC3G inh
COCCN1CN(S(=O)(=O)c2cccc(Cl)c2)c2nc3ccccc3nc21	12	0.92	-1.8	9	8	-7	0.91	-4	-6
Cc1ccc(C(=O)CSC2=C(C#N)C(c3ccco3)C3=C(CCCC3=O)N2)cc1 (stereo unspecified)	-6	1	4.6	11	0	0	0.89	-5	-2
COc1ccc(CCNC(=O)C2CC3Cn4c(nc5cc6ccccc6cc54)C3N2C)cc1 (stereo unspecified)	-2	0.92	0.8	-6	8	-3	1.1	-3	-9
O=C(NCC(c1ccco1)N1CCOCC1)c1cccc(Cl)c1 (stereo unspecified)	-1	1.2	2.7	7	-23	-4	0.93	-1	-5
COc1cccc(NC(=O)Nc2nnc(Cc3ccccc3)s2)c1	-4	1.6	7.2	-6	-59	-3	1.1	9	9
CCCOc1ccc(-c2c(C(=O)N/N=C/C3CCCCC3)nnn2-c2nonc2N)cc1	-1	1.2	-0.6	6	-24	-2	0.94	-5	2
O=C(COc1ccc(Br)cc1Cl)NC(=S)N1CCc2ccccc21	-6	1.1	32	7	-5	-3	0.93	6	-2
CC(C)(C)N(Cc1ccccc1)C(=O)c1ccc(Br)o1	2	1.1	6.5	-7	-10	-9	1.1	-1	-2
COc1ccc(NS(=O)(=O)c2cccs2)c(OC)c1	-1	0.93	2.9	-9	7	-1	1.1	15*	0
CC(C)(C)NC(=O)CSc1nc2ccc(NC(=O)CSc3nnc(N)s3)cc2s1	0	0.91	67*	5	9	48*	0.95	-7	-3
COc1ccc(Br)cc1CN(C)C(C)C(=O)Nc1cc([N+](=O)[O-])ccc1OC (stereo unspecified)	-4	0.86	7.0	8	14	-1	0.92	-2	-2
COc1ccccc1N(C)S(=O)(=O)c1ccc(C(=O)NC2=NCCS2)cc1	1	1.1	3.9	2	-12	5	0.98	-2	2
Cc1[nH]c2c(Cl)cccc2c(=O)c1CN1CCCC1	-2	1.1	-0.3	5	-12	3	0.95	1	-1
Nn1c(SCc2nc3ccccn3c2Br)nnc1-c1cccnc1	-1	1.1	-1.4	8	-6	4	0.92	1	-1
Cc1ccc(Cn2cc(SCC(N)=O)c3ccccc32)cc1	-1	0.95	0.1	6	5	-3	0.94	2	1
O=C(C1CCCN(S(=O)(=O)c2ccc(Br)cc2)C1)N1CCOCC1 (stereo unspecified)	0	1.1	0.1	-7	-14	3	1.1	-1	-4
CCN(CC)CCNC(=O)c1ccc(NC(=O)c2c(F)cccc2Cl)cc1	1	0.84	-1.1	0	16	0	0.99	-1	-1
COc1ccc(CCC(=O)N2CCN(S(=O)(=O)c3ccc(C)cc3)CC2)cc1	2	0.9	0.1	-4	10	1	1	-1	-5
COC(=O)C1=C(C)N(C)C(=O)NC1c1ccc(O)c(Cl)c1 (stereo unspecified)	0	0.94	1.7	4	6	0	0.96	-1	-11
CN(C)C(=O)N1CCCC(C(=O)NCc2ccccc2)C1 (stereo unspecified)	0	1	0.7	-10	-1	0	1.1	1	-7
CCS(=O)(=O)N1CCN(C(=O)c2ccc(-c3ccccc3)cc2)CC1	-1	1.3	-0.5	-2	-27	-2	1	-1	-4
Cc1ccc(CNC(=O)[C@@H](NC(=O)C2CCN(C(=O)[C@@H]3CCCN3)CC2)C(C)C)cc1	8	0.97	-1.5	1	3	0	0.99	0	-7
O=C(CCC(=O)N1CCN(S(=O)(=O)c2ccccc2)CC1)c1ccc(Br)cc1	-2	0.97	1.2	6	2	1	0.94	7	0
CNC(=O)OCCSCCS(=O)(=O)c1ccc(Cl)cc1	0	1	3.1	2	-4	-2	0.98	2	-6

Another view of some results above:
smiles: COC(=O)C1=C(C)N(C)C(=O)NC1c1ccc(O)c(Cl)c1 (stereo unspecified)
  beta cell repl: 0
  hIAP activ: 0.94
  MPTP block: 1.7
  mIAP inh: 4
  hIAP inh: 6
  APOBEC3A inh: 0
  mIAP act: 0.96
  NR3A LBD binder: -1
  APOBEC3G inh: -11
smiles: CN(C)C(=O)N1CCCC(C(=O)NCc2ccccc2)C1 (stereo unspecified)
  beta cell repl: 0
  hIAP activ: 1
  MPTP block: 0.7
  mIAP inh: -10
  hIAP inh: -1
  APOBEC3A inh: 0
  mIAP act: 1.1
  NR3A LBD binder: 1
  APOBEC3G inh: -7

(cont.)
SMILES	beta cell repl	hIAP activ	MPTP block	mIAP inh	hIAP inh	APOBEC3A inh	mIAP act	NR3A LBD binder	APOBEC3G inh
COc1ccc(OC)c(CN2CCCCCC2)c1	-2	1	-0.3	0	0	0	1	-1	-1
COc1ccc(S(=O)(=O)NCc2ccc(C(=O)N3CCN(c4ccccn4)CC3)cc2)cc1	0	0.94	-0.9	-10	6	0	1.1	1	-3
COc1ccc(OC)c(-c2cc(C(=O)Nc3sc4c(c3C#N)CCC(C)C4)c3ccccc3n2)c1 (stereo unspecified)	-2	0.96	1.3	10	4	-2	0.9	-1	-5
CCn1c(CCC(=O)Nc2ccccc2F)nnc1SCC(=O)Nc1ccc(OC)cc1	1	1.2	0.7	3	-15	-5	0.97	2	-7
CN(CC(=O)Nc1ccc(F)c(F)c1F)c1ncnc2sccc12	-3	0.97	1.8	-6	3	-1	1.1	0	-7
CN(C(=O)COC(=O)c1ccc2c(=O)n3c(nc2c1)CCC3)c1ccccc1	-1	1.2	-0.5	0	-15	-2	1	1	-9
O=C1CSc2ccc(S(=O)(=O)N3CCN(c4ccccc4F)CC3)cc2N1	-2	1	-0.9	6	-4	1	0.94	0	7
COc1ccccc1N1CCN(C(=O)c2cc3ccccc3[nH]2)CC1	-1	1.1	0.1	5	-6	4	0.95	3	1
Cc1cccc(NC(=O)CNC(=O)CSc2ncccn2)c1C	-1	1.1	0.2	1	-10	2	0.99	0	14
CCOC(=O)C1=C(c2ccccc2)NC(SCC(=O)Nc2cccc(C)c2)=C(C#N)C1c1ccco1 (stereo unspecified)	-6	0.93	14	11	7	2	0.89	5	-7
Cc1ccc(OCC(=O)Nc2ccc(S(=O)(=O)Nc3cc(C)nc(C)n3)cc2)c(C)c1	-1	0.97	-1.4	0	3	18	1	2	-11
CCc1ccc(CN2CCN(C(=O)c3cccc(OC)c3OC)CC2)cc1	-1	1.1	1.5	-8	-10	-5	1.1	-2	-6
CC(=O)c1cccc(NC(=O)c2ccc3c(c2)OCO3)c1	-4	1.2	2.3	-9	-25	-7	1.1	-2	3
CN(c1ccccc1C(=O)NCc1ccccn1)S(C)(=O)=O	-3	1.1	0.4	0	-7	-1	1	0	-3
COc1ccc(NC2=CC(=O)CC(C)(C)C2)cc1OC	-3	0.97	0.8	0	3	-1	0.99	-1	-6
Cc1ccc2c(c1)-c1c(cnn1CC(=O)NC(C)CCc1ccco1)CO2 (stereo unspecified)	1	0.98	-0.1	-1	2	2	1	-1	0
Cc1[nH]c(-c2ccc3c(c2)OCO3)nc1C(=O)O	-5	0.92	-1.9	-14	8	0	1.1	-12	-5
CC(=O)c1cc(C#N)c(Oc2ccccc2)nc1C	-1	1.1	-0.1	6	-9	-1	0.94	-1	-8
Cc1ccc(S(=O)(=O)c2cn(Cc3ccc(F)cc3)c3cc4c(cc3c2=O)OCO4)cc1	0	1.1	1.0	5	-11	-6	0.95	-3	-8
Cc1cc(C)nc(SC2CCOC2=O)n1 (stereo unspecified)	-3	0.86	-0.9	1	14	3	0.99	-2	-8
N/C(=N\NC(=O)c1cccs1)c1cc2ccccc2oc1=O	0	1	-0.8	15	-2	2	0.85	-3	-4
Cc1ccc(C(=O)N(CC#N)CC#N)cc1C	-2	1	-0.6	3	0	0	0.97	-1	-3
CC(Cc1c[nH]c2ccccc12)NC(=O)C1CCCNC1=O (stereo unspecified)	-3	1.1	-0.6	-14	-11	0	1.1	0	0
COc1ccc(S(=O)(=O)N[C@@H](Cc2ccc(Cl)cc2)C(=O)N2CC[C@@]3(O)CCCC[C@H]3C2)cc1	-3	1.1	-0.2	-6	-8	0	1.1	-1	-1
O=C1CCc2cc(S(=O)(=O)NCCC(=O)NC3CCCCC3)ccc2N1	-2	0.82	-1.7	4	18	-6	0.96	1	-10
CC1CN(C(=O)c2cccc(S(=O)(=O)N3CCN(c4ccc(F)cc4)CC3)c2)CC(C)O1 (stereo unspecified)	-2	1.1	-0.5	2	-12	-3	0.98	1	-6
OCCCNC(=S)Nc1ccc(Oc2ccccc2)cc1	0	0.95	2.2	-7	5	-3	1.1	-6	-6
O=C(O)CCN1C(=O)NC2(CCCC2)C1=O	-2	1	-1.0	-12	-3	-5	1.1	4	-5
Cc1ccc(CNC(=O)C(=O)NCC2OCCN2S(=O)(=O)c2ccc(C)cc2)cc1 (stereo unspecified)	-1	1.2	-1.0	-1	-21	-4	1	-1	-1
Cn1c(C(=O)NC2CC2)cc(=O)n(C)c1=O	-2	0.88	-1.1	2	12	-1	0.98	-2	-2
COc1ccccc1CNC(=O)C1(c2ccc(Cl)cc2)CC1	2	0.99	-0.2	-2	1	1	1	0	-5
COc1ccc(CC(=O)Nc2cc(C)c3c(=O)oc4ccccc4c3n2)cc1	5	0.97	2.2	1	3	-3	0.99	0	-5
Cc1c(NC(=O)c2ccc(-c3cccc([N+](=O)[O-])c3)o2)c(=O)n(-c2ccccc2)n1C	-1	1	-0.6	-7	-2	2	1.1	0	4
CC(=O)Oc1ccc2nc(-c3cccs3)oc(=O)c2c1	-1	0.99	0.6	-6	1	-3	1.1	2	-3
CCCCCc1c2c(cc(O)c1C(=O)O)OC(=O)c1c(cc(OC)cc1C(=O)CCCC)O2	-5	0.97	90*	17	3	26	0.83	-3	-8
COc1ccc2[nH]c3c(c2c1)CCN1C(=O)C(CC(=O)NCc2ccc(OC)c(OC)c2)C[C@H](C(=O)N(C(C)C)C(C)C)[C@@]31C (stereo partly specified)	nt	nt	-0.9	-27	nt	-2	1.3	-2	-2
Cc1nnc(SCC(=O)Nc2nccs2)n(N)c1=O	0	1.1	0.4	-8	-10	-2	1.1	2	-5
c1ccc2c(N3CCCCC3)ncnc2c1	-1	0.94	0.7	-3	6	1	1	1	-4
COc1cc(/C=C(/C#N)C(=O)c2c(C)[nH]c3ccccc23)ccc1OCC#N	-1	1.1	4.3	9	-6	-3	0.91	-1	-6
CCN1CCN(c2cc(C)c3cc(NC(=O)c4cncc(Br)c4)ccc3n2)CC1	-6	1	-0.2	12	0	0	0.88	1	-2
COCCN(CCOC)c1ncc(Cl)c(C(=O)c2c(C)cc3ccccn23)n1	0	0.92	-0.6	8	8	2	0.92	-7	0
Cc1ccc(S(=O)(=O)N2CCCCC2)cc1NC(=O)CSc1ncnc2ccccc12	0	0.96	4.7	2	4	2	0.98	-8	-5

Compounds were not picked by outcome (roughly 5% active in at least one column).
